GPR55 LPI antagonism: GPR55 antagonists blocking LPI-driven arrestin recruitment, primary screen, imaging, U2OS, beta-arrestin-GFP, LPI agonist (AID 2013); 0.13% of 290,000 active; U2OS GPR55 beta-arrestin-GFP translocation imaging, LPI antagonism; higher % means a stronger effect; one-dose inhibition, % at 10 µM; IC50 in µM for titrated hits;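 active means spots per cell inhibited over 60%, with over 100 cells counted and total cytoplasm intensity under 500,000; inconclusive means wells with under 100 cells, flagged as likely toxic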;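 further: U2OS cells stably carrying GPR55 and arrestin-GFP stimulated by 5 µM LPI near EC80; imaged beta-arrestin-GFP aggregate spots per cell after agonist stimulation; plate controls were LPI-stimulated DMSO wells for no effect and DMSO wells without LPI for full effect; some results filed as inactive read as strong as hits; confirmed hits need IC50 under 10 µM and bright autofluorescent wells are also inconclusive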
GPR55 beta-arrestin: GPR55 agonists via beta-arrestin recruitment, primary screen, imaging, U2OS cells, beta-arrestin-GFP redistribution (AID 1961); U2OS GPR55 beta-arrestin-GFP redistribution imaging; higher % means a stronger effect; 0.048% of 290,000 active; one-dose activation, % at 10 µM; EC50 in µM for titrated hits;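 active means activation above 40% with more than 50 cells counted in the well; inconclusive means wells holding fewer than 50 cells, flagged as toxic or sparse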;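 further: U2OS osteosarcoma cells stably expressing GPR55 and beta-arrestin-GFP; plate controls were DMSO negative control for no effect and LPI positive control for full effect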
Hep lipid drop: hepatic lipid droplet formation modulation; inhibition, % at 6.5 µM; 0.4% of 240,000 active; AID 1656; AML12 mouse hepatocytes, oleate lipid droplets, BODIPY imaging;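 active means lipid droplet intensity inhibited by at least 50%, with more than 500 cells counted; inconclusive means wells with under 300 cells, treated as cytotoxic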
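material = mouse AML12 hepatocyte cell line, fixed after treatment | also added = 100 µM oleic acid challenge | doses = compound at 6.5 µM only | schedule = overnight exposure | technique = Image-based BODIPY and DAPI two-channel analysis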
Rac1 GTP hydrolysis: MgcRacGAP GTPase-activating activity inhibitors, confirmation, biochemical, ADP Hunter fluorescence | MgcRacGAP-stimulated Rac1 GTP hydrolysis, ADP Hunter fluorescence; higher % means a stronger effect; GST-tagged Rac1 F28L mutant substrate | inhibition, % at 30 µM, or IC50 in µM where a hit was titrated | 0.6% of 340,000 active | AID 624330;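 active means first-screen hits whose inhibition reached a set limit at any dose in the follow-up dose series; inconclusive means inhibition above the set first-screen limit but never retested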;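 further: fluorescence reports GDP produced by GAP-driven GTP hydrolysis; strong numbers were not always called active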
T cell HTS: modulates CD8 T cell binding to vesicles; 2C CD8+ T cell-vesicle binding, flow cytometry; active compounds read low; calls only at 7 µM; 0.068% of 330,000 active; AID 2052;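 active means response, share of CD8 T cells binding vesicles, and their 90th percentile fluorescence all below set limits, cut at about 80% in these data, passing the limit was not always enough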
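incubation = binding step 1.5 h, 37 °C, antibody labelling 20 min, ice | test system = 2C mouse CD8+ T cells | read-out basis = percent CD8+ FL2 mean versus row control | controls = Peptide-free naked vesicles (low) and QL9 vesicles with 0.7% DMSO vehicle (high) | detection = flow cytometry of vesicle-bound cells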
GPR35 arrestin U2OS: inhibition of zaprinast-stimulated GPR35 beta-arrestin translocation – imaging, U2OS, beta-arrestin-GFP, zaprinast agonist, primary screen (AID 2058) | U2OS GPR35 beta-arrestin-GFP translocation imaging, zaprinast antagonism; higher % means a stronger effect | inhibition, % at 10 µM; hits with a dose series show IC50 in µM | 0.052% of 290,000 active;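 active means inhibition of at least 50% with at least 30 cells and total cytoplasm GFP at most 10,000,000; inconclusive means under 30 cells or total GFP of 10,000,000 plus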
LYP inhibition: PTPN22 lymphoid phosphatase activity blockers – biochemical, fluorescence intensity, uHTS (AID 1779) | inhibition, % at 11.5 µM; hits with a dose series show IC50 in µM | recombinant LYP phosphatase, fluorescence intensity; higher % means a stronger effect | 0.054% of 290,000 active; in the data active means inhibition above about 50%;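 further: plate controls were vehicle with enzyme for no effect and no enzyme for full effect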
NTR1 agonist: agonists of NTR1, primary screen, imaging, U2OS cells, beta-arrestin-GFP, high content (AID 493036); NTR1-U2OS beta-arrestin-GFP spot imaging, agonist mode; activation, % at 20 µM; P30989; 0.17% of 330,000 active;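 active means activation at or above 40% of the spot to cytoplasm intensity ratio, with at least 20 cells analyzed; inconclusive means wells under 20 cells, flagged as cytotoxic or low count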;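 further: 0% = DMSO without peptide and 100% = 100 nM NTR1 peptide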
Target sequence (P30989 whole entry, looked up): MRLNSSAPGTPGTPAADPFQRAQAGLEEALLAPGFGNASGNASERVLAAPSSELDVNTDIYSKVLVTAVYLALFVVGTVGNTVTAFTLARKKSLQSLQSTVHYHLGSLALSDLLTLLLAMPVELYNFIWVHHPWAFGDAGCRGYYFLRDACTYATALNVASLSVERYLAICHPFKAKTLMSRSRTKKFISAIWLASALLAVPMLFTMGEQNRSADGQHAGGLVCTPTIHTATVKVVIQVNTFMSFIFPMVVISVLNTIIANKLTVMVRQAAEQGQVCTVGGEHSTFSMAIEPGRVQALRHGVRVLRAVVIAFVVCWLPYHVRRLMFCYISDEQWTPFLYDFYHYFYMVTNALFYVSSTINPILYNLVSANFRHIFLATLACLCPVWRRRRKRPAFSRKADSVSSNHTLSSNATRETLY
Large T inhibition: SV40 large T antigen inhibitors, biochemical (AID 1903); 0.39% of 310,000 active; SV40 large T antigen ATPase/helicase inhibition assay; higher % means a stronger effect; one-dose inhibition, % at 20 µM; IC50 in µM for titrated hits; in the data active means a potency from the dose series; inconclusive means inhibition mostly from about 32% at the one dose, without a potency; inactive means the rest, 99 in 100 with inhibition below about 32%; further: strong numbers were not always called active
Hep lipid drop cells 6.5 µM: also measured in Hep lipid drop; calls as there; cell count; measured here: cell count, cytotoxicity flag;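 cells counted across two imaged fields per well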
T cell HTS vesicle-bound %: also measured in T cell HTS; calls as there; double positive events, %; measured here: CD8+ vesicle-bound cell fraction;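 binding gate set so that unloaded-vesicle control wells show 10% double positive cells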
NTR1 agonist cell count 20 µM: second read-out of NTR1 agonist, no call of its own (marks repeat the call); cell count; measured here: cell count, cytotoxicity flag
* = called active by the depositor; i = inactive; ? = inconclusive; / = no result given. Hits appear at their usual frequency; overall some 1.8% were active at least once.

SMILES	GPR55 LPI antagonism	GPR55 beta-arrestin	Hep lipid drop	Hep lipid drop cells 6.5 µM	Rac1 GTP hydrolysis	T cell HTS	T cell HTS vesicle-bound %	GPR35 arrestin U2OS	LYP inhibition	NTR1 agonist	NTR1 agonist cell count 20 µM	Large T inhibition
Cc1c(Cl)cccc1NC(=O)CN1CCC(C(O)(c2ccccc2)c2ccccc2)CC1	3%	0.6%	/	/	6%	/	/	27%	4%	16	53	-1%
COc1ccc(/C=N/N2CCOCC2)cc1OCc1ccccc1	-3%	0.0%	17	686	2%	i	59	-5%	-3%	0.5	40	7%
Clc1cccc(CSc2nnc([C@@H]3CCCN3)o2)c1	7%	-0.3%	/	/	4%	i	10	27%	-11%	-1.3	84	2%
Cc1ccc(C2C(C#N)=C(N)OC3=C2C(=O)CCC3)s1 (stereo not given)	10%	-0.1%	9	735	3%	i	29	12%	-5%	1.3	47	/
CC(C)(C)NC(=O)CN(C(=O)CCC(=O)Nc1nccs1)c1ccc2c(c1)OCCO2	-10%	0.2%	-7	737	0%	i	53	-2%	-8%	-0.7	43	6%
COc1ccc(S(=O)(=O)N(C)c2ccc(C(=O)NCc3ccccn3)cc2)cc1OC	-6%	-0.2%	-3	717	4%	i	10	-12%	-7%	2.0	69	20%
CC(C)C(OC(=O)c1cccs1)C(=O)NCc1ccccc1 (stereo not given)	14%	-0.1%	-7	733	4%	i	45	6%	-10%	0.2	49	-2%
COc1ccc(/C=N/NC(=O)c2ccco2)cc1Cn1nc(C)cc1C	-1%	0.4%	-10	555	6%	i	36	-6%	-5%	-2.3	77	-7%
Cc1ccc(S(=O)(=O)NC(=O)NC(C)(C)C)cc1	1%	-0.3%	/	/	8%	i	50	-12%	-6%	-0.4	69	7%
Cc1ccccc1CNc1ccc(C(CC(N)=O)NC(=O)c2ccccc2)cc1[N+](=O)[O-] (stereo not given)	-2%	0.6%	-2	698	8%	i	21	8%	1%	0.7	101	3%
OC(CN1CCCCC1)CN1CCCCC1	1%	0.2%	/	/	4%	i	14	8%	-7%	1.0	73	-10%
COc1ccc(CNC(=O)c2ccccc2SC)cc1	1%	-0.1%	-4	796	11%	i	44	-4%	0%	-0.4	52	4%
COc1ccccc1NC(=O)CN1C(=O)COc2ccc(S(=O)(=O)N3CCCCCC3)cc21	2%	0.3%	-6	690	9%	i	9	-12%	-6%	-1.7	51	14%
CC(C(=O)Nc1ccc(F)c(F)c1F)N(C)CCOc1ccccc1 (stereo not given)	8%	-0.1%	-60	680	10%	i	60	7%	0%	0.1	74	13%
CC(C)(C)n1ncc2c(=O)n(CC(=O)N3CCCC3)cnc21	-1%	-0.4%	35	688	8%	i	14	7%	-10%	-1.9	57	3%
CCOC(=O)c1cc(-c2ccccc2)sc1NC(=O)C(C)C	0%	0.0%	-4	634	7%	i	40	-3%	-7%	2.0	56	-1%
CC(C)c1nnc(SCC(=O)NC(C)(C)C)n1C	-1%	-0.1%	-9	696	2%	i	49	22%	-7%	-1.0	43	-5%
CC(C)Cc1nc(SCC(=O)NCC2CCCO2)c2c(=O)n(C)c(=O)n(C)c2n1 (stereo not given)	-15%	-0.1%	-4	796	6%	i	4	-14%	-4%	0.4	62	7%
COC(=O)c1ccc(=O)c2nc3/c(=C/O)c(O)cc(=O)c3[nH]c12	-6%	0.2%	9	779	?	i	45	-12%	35%	/	/	35%
CCN1CCCC1CNC(=O)Cn1nc(C)n2c(cc3cc(F)ccc32)c1=O (stereo not given)	0%	-0.1%	-6	710	10%	i	39	11%	-10%	-0.6	73	2%
Nc1nnc(SCCCC(=O)c2ccccc2)s1	6%	-0.2%	-2	697	3%	i	54	-1%	-4%	-1.1	94	0%
COc1ccc(NC(=O)CCl)cn1	0%	-0.2%	26	677	/	i	47	4%	-6%	3.3	66	9%
Cc1ccc(C(=O)NC(=S)Nc2cccc3nsnc23)cc1	4%	-0.3%	-15	693	10%	i	23	-13%	4%	0.5	33	32%
COC(=O)c1cc(S(=O)(=O)NCCN2CCOCC2)cn1C	4%	-0.2%	1	731	13%	i	36	15%	-9%	0.8	59	5%
CCCc1nnc(NC(=O)c2c(O)c3cccc4c3n(c2=O)CC4)s1	7%	0.0%	2	737	/	i	41	18%	-7%	0.0	39	/
O=C(NNC(=O)C1CCN(S(=O)(=O)c2ccc(Cl)cc2)CC1)c1ccccc1	5%	-0.3%	0	561	-17%	i	33	-1%	-9%	0.6	71	11%
O=C1CCCc2nn(-c3ccccc3)c(-c3ccncc3)c21	-10%	0.4%	/	/	14%	i	7	-1%	-5%	-1.0	42	-7%
Cc1ccccc1OCCCC(=O)Nc1ccc(N2CCOCC2)cc1	7%	0.1%	/	/	10%	i	45	-3%	-10%	0.3	57	21%
O=C(c1ccccc1)N1CCCC(C(=O)N2CCCCC2)C1 (stereo not given)	16%	0.2%	-1	784	9%	i	11	16%	-10%	-0.4	59	9%
Cc1ccc(S(=O)(=O)N2CCN(Cc3ccco3)CC2)c(C)c1	16%	-0.1%	/	/	4%	i	8	0%	-6%	2.4	41	8%
Cc1ccc(CNC(=O)CS(=O)Cc2nc(-c3cccs3)oc2C)cc1 (stereo not given)	4%	1.0%	/	/	-1%	i	23	17%	-6%	-1.0	103	10%
CCC1=NN(C(=O)c2ccc(Br)cc2)C(O)(c2ccc(C)cc2)C1 (stereo not given)	0%	0.2%	16	639	-5%	i	42	2%	-4%	3.3	60	-22%
CCOC(=O)c1nn(-c2ccccc2C)c2nc(-c3ccc(Cl)cc3)c(C#N)c(=O)n12	6%	0.2%	-3	754	10%	i	29	-13%	-2%	1.3	44	14%
CS(=O)(=O)N(Cc1ccccc1)c1ccccc1C(=O)O	12%	0.0%	9	769	9%	i	29	7%	-2%	1.5	29	4%
O=C(Cc1ccc(Br)cc1)NCCN1CCOCC1	16%	0.0%	/	/	8%	i	54	-4%	-11%	-1.6	104	5%
COC(=O)c1cc(S(=O)(=O)NCC2CCN(Cc3cc(C)ccc3C)CC2)c[nH]1	2%	-0.1%	2	773	7%	i	45	-3%	-6%	1.1	57	3%
O=C(CCN1C(=O)c2ccccc2C1=O)N1CCC(c2ccccc2)C1 (stereo not given)	18%	-0.1%	1	775	6%	i	48	-7%	-3%	3.2	74	13%
CCc1c(C)sc(NC(=O)c2cccs2)c1C#N	10%	-0.1%	-11	709	11%	i	37	-2%	-5%	4.4	73	12%
O=C(CSc1nc2cc(Cl)ccc2o1)c1cccs1	2%	-0.1%	/	/	8%	i	35	3%	-4%	1.2	49	13%
CCCCC(CC)CNC(=O)C1CCCN(S(=O)(=O)c2cnc[nH]2)C1 (stereo not given)	3%	0.2%	-7	676	5%	i	56	-3%	2%	0.4	59	-4%
Cc1cc(NC(=O)CSc2nc3c(c(=O)n2-c2ccc(Br)cc2)SCC3)no1	-6%	0.1%	0	657	4%	i	26	5%	-3%	1.9	36	-4%
O=C(NC(=O)N1CCCc2ccccc21)c1ccccc1	5%	-0.3%	30	686	4%	i	46	2%	-2%	1.3	58	-5%
COCCN1C(=O)/C(=C/c2cc3c(cc2Br)OCO3)NC1=S	16%	-0.1%	-41	731	5%	i	54	-5%	1%	0.9	53	4%
Cc1nc2sccn2c(=O)c1Br	-3%	0.0%	37	797	3%	i	37	9%	-6%	-0.5	26	3%
Cc1c(-c2ccccc2)nc2ccccc2c1C(=O)NCc1cccs1	?	0.1%	2	562	13%	i	49	17%	8%	2.3	43	-1%
O=C(Nc1ccccc1C1CC1)c1cccs1	1%	-0.2%	/	/	13%	i	37	-9%	-6%	1.5	47	-1%
Cc1cccc(N2CCN(C(=O)C34CC5CC(CC(C5)C3)C4)CC2)c1C	1%	0.0%	-2	730	4%	i	38	0%	-8%	8.1	44	7%
COc1cc(C(=S)N2CCOCC2)ccc1OC(=O)/C=C/c1ccco1	-14%	0.1%	-13	741	5%	i	27	4%	0%	0.9	35	14%
O=C(CNC(=O)c1cccs1)OCC(=O)c1ccc(Cl)cc1	0%	-0.1%	-16	718	9%	i	59	-4%	-3%	-0.4	60	22%
Cc1csc(NC(=O)CSc2nc3ccccc3c3c2CCCC3)n1	-3%	-0.2%	-2	663	9%	i	56	2%	11%	2.1	103	-5%
The list continues:
SMILES	GPR55 LPI antagonism	GPR55 beta-arrestin	Hep lipid drop	Hep lipid drop cells 6.5 µM	Rac1 GTP hydrolysis	T cell HTS	T cell HTS vesicle-bound %	GPR35 arrestin U2OS	LYP inhibition	NTR1 agonist	NTR1 agonist cell count 20 µM	Large T inhibition
CCC(=O)n1nc(-c2ccc(OC)cc2)nc1NCc1cccs1	-1%	0.1%	2	674	8%	/	/	-1%	-3%	/	/	14%
Cc1cccc(C)c1NC(=O)CS(=O)CC(=O)Nc1ccc(N2CCOCC2)cc1 (stereo not given)	3%	-0.2%	26	739	7%	i	18	-2%	-10%	0.2	46	5%
O=C(CCc1nnc(Cc2ccc(-c3ccccc3)cc2)o1)NCC1CC1	-10%	0.0%	6	665	-11%	i	60	-6%	-4%	0.2	46	23%
O=S(=O)(c1ccc(F)c(F)c1)N1CCN(S(=O)(=O)c2cccs2)CC1	16%	0.0%	-11	867	8%	i	73	-2%	-10%	0.5	48	5%
CC(C)OC(=O)CSc1nnc(C2CCCCC2)n1N	3%	-0.1%	2	725	/	i	50	-8%	0%	1.1	56	0%
Cc1ccc(C(=O)N2CCCC(c3nc4c(nnn4Cc4ccccc4)c(=O)[nH]3)C2)cc1 (stereo not given)	1%	-0.1%	7	748	4%	/	/	4%	-5%	1.2	62	4%
NC(=O)COC(=O)c1sc2cc(F)ccc2c1Cl	-9%	0.2%	-31	695	16%	i	25	-2%	0%	-0.7	59	2%
COc1ccc(OCC(=O)Nc2ccc3c(c2)C(=O)NC3=O)cc1	-7%	-0.2%	-2	701	7%	i	23	-15%	-6%	0.7	66	0%
